HCMV inh = human cytomegalovirus inhibition | HFF cells, HCMV-luciferase reporter, 72 h; stronger effect = lower value | activity change, negative = inhibition, % at 57.5 µM | hit rate 4.5% among 410,000 | AID 1259415; in the data active = activity change below about -60%; inconclusive = no clear call, values can overlap the other calls; inactive = above about -39%
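Compounds were evaluated in HFFs infected with an HCMV luciferase reporter virus (MOI 1 PFU/cell). Luciferase in lysates collected 72 h post infection served as the replication measure.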
AmpC inh detg = AmpC beta-lactamase inhibition with detergent present. P00811. AmpC hydrolysis of nitrocefin, absorbance 480 nm, 0.01% Triton. Potency, µM (top dose mostly 114 µM), for inactives: top-dose activity change, negative = inhibition, hits mostly inhibitors. hit rate 0.041% among 370,000. AID 485294;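 note: potency is the fitted concentration of half-maximal effect; 0% = no-compound wells and -100% = no-enzyme wells; nearly all actives have a fitted effect of over 25% in size; some results filed as inactive show a strong effect at the top dose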
Target sequence (P00811 whole entry, looked up): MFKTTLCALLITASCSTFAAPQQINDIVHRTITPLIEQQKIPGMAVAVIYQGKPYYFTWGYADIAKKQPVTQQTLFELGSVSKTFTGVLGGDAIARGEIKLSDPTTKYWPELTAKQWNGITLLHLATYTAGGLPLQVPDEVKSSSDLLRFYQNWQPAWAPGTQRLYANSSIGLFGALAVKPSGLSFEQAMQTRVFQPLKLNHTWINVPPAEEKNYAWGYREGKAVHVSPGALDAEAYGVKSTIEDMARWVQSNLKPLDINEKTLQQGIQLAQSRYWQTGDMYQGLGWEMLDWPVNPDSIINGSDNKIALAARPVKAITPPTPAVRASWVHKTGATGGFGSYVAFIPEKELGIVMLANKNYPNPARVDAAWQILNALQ
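AmpC (5.3 nM in the dispensed reagent) in 20 mM phosphate pH 7.0 with 0.01% (detergent screen) or 0.0001% Triton X-100 was preincubated with compounds for 15 min at room temperature. Nitrocefin was then added from an 800 uM solution, and hydrolysis was followed at 480 nm.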
AmpC inh no detg = AmpC beta-lactamase inhibition without detergent. P00811. AmpC nitrocefin hydrolysis, absorbance 480 nm, 0.0001% Triton. Potency, µM (titrated, usually from 57.1 µM), for the others: top-dose activity change, negative = inhibition, most hits filed as inhibitors. hit rate 0.52% among 330,000. AID 485341;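 note: potency is the fitted concentration of half-maximal effect; plate controls were no compound for no effect and no enzyme for full effect; nearly all actives have a fitted effect of over 20% in size; some results filed as inactive show a strong effect at the top dose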
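AmpC (5.3 nM in the dispensed reagent) in 20 mM phosphate pH 7.0 with 0.01% (detergent screen) or 0.0001% Triton X-100 was preincubated with compounds for 15 min at room temperature. Nitrocefin was then added from an 800 uM solution, and hydrolysis was followed at 480 nm.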
Sm TGR inh = blocks Schistosoma mansoni thioredoxin glutathione reductase | Q962Y6 | purified TGR, DTNB reduction, TNB absorbance 405 nm | Potency, µM (top dose mostly 114 µM), for the others: at the highest dose activity change, negative = inhibition, actives largely listed as inhibitors | hit rate 3% among 360,000; note: potency is the fitted concentration of half-maximal effect; nearly all actives have a fitted effect of over 60% in size
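TGR 20 nM + NADPH 100 uM (dispensed conc.), cpd preinc 15 min RT; start with NADPH (500 uM addition) then DTNB (15 mM addition). Kinetic TNB absorbance, 405 nm filter. Four-parameter Hill fit across titration.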
AMA1-RON2 inh = inhibitors of Plasmodium falciparum AMA1-RON2 interaction; AlphaScreen AMA1-biotinylated RON2 peptide binding; AID 720542; Potency, µM (highest dose often 58.2 µM), without a hit: at the top dose activity change, negative = inhibition, hits mostly inhibitors; hit rate 0.2% among 360,000;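 note: potency is the fitted concentration of half-maximal effect; 0% = vehicle wells and -100% = peptide control; nearly all actives have a fitted effect of over 45% in size; some results filed as inactive show a strong effect at the top dose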
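AMA1 (3D7) with his tag at 25 nM final met compounds first, then biotinylated RON2 peptide at 25 nM; detection used donor plus acceptor beads, 10 µg/mL apiece, read by AlphaScreen after 30 min at room temperature.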
FBPA Giardia inh = Giardia lamblia aldolase inhibition; A8B2U2; Potency, µM (top dose mostly 59.6 µM), for inactives: at the top dose activity, negative = inhibition, usual class: inhibitors; purified Giardia FBPA; hit rate 0.71% among 290,000; AID 2451; note: potency is the fitted concentration of half-maximal effect; nearly all actives have a fitted effect of over 55% in size
Target sequence (A8B2U2 whole entry, looked up): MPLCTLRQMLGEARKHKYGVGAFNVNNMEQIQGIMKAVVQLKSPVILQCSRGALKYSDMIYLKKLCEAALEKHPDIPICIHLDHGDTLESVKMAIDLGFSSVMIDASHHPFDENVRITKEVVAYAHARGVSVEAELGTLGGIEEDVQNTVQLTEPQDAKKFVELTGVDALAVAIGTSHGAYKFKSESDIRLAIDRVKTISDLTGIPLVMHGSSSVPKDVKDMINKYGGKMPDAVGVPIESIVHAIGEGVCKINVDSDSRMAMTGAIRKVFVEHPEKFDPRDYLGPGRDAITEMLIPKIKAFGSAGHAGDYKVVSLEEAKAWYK
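Giardia FBPA (40 nM reagent) was preincubated 10 min at RT with compound (up to 57.5 uM final), then substrate plus GAPDH/TPI/NAD/arsenate coupling system with diaphorase/resazurin was added; resorufin fluorescence (525/598 nm) was read after 20 min.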
* marks the source's active call; other numbers are inactive results; u = inconclusive; x = no result given; & = joins results of further samples; [ ] = remark or other dose. Unless noted, calls come from the whole dose curve; as a rule, active = well fitted curve in the direction sought with a large enough effect; inconclusive = small, poorly fitted or top-dose-only effect, or another doubt; inactive = no such curve, though single readings can be large; an effect the other way counts as inactive or inconclusive. Unless noted, % is set by controls: 0 for no effect and ±100 for the full control effect.

SMILES	HCMV inh	AmpC inh detg	AmpC inh no detg	Sm TGR inh	AMA1-RON2 inh	FBPA Giardia inh
Cc1[nH]c2ccc(C(=O)NC3CCC(C)CC3)cc2c1C (stereo not drawn)	-15	-9%	2%	-10%	12%	-3%
COc1ccc(NC(=O)CN2C(=O)C(C)Oc3ccc(C)cc32)cc1 (stereo not drawn)	4	-22%	-13%	8%	0%	3%
CC(OC(=O)COc1ccc(C#N)cc1)C(=O)Nc1ccc(Cl)cn1 (stereo not drawn)	-26	u	-16%	-30%	-4%	x
CCn1cc(C(=O)c2ccccc2)c2ccccc21	-7	2%	-24%	-7%	-2%	-3%
Cc1ccc[n+](CC2OCc3ccccc3CO2)c1	-21	8%	0%	32%	-21%	3%
Cc1ccc(NC(=O)c2c(C)oc3ncn(C)c(=O)c23)cc1F	25	6%	x	3%	x	x
Cc1nc2ccccc2n1C1CC(=O)N(N(C)C)C1=O (stereo not drawn)	39	-5%	4%	-13%	0%	5%
CCOC(=O)c1cnc(SCC(=O)NCc2ccco2)nc1N	49	-13%	-7%	u	-5%	5%
Cc1nn(Cc2ccccc2)c(Cl)c1C(=O)OCC(=O)NCC1CCCO1 (stereo not drawn)	-9	-14%	-5%	0%	13%	8%
CC(C)(C)c1ccc(S(=O)(=O)Nc2ccc(C(=O)N3CCCC3)cc2)cc1	-28	-5%	6%	5%	2%	x
Cc1ccc2nc(C3CCCCC3)[nH]c2c1	82	u	-19%	7%	-1%	-23%
CCCCC(CC)C(=O)Nc1ccc(S(=O)(=O)N2CCCC2)cc1 (stereo not drawn)	15	u	-7%	9%	4%	15%
CCCNC(C)(C)COC(=O)c1ccccc1	16	-21%	-12%	-6%	0%	-2%[21.7 µM]
COc1ccc(CCN(Cc2ccccn2)C(=S)Nc2ccccc2F)cc1OC	66	1%	44%	5%	-6%	-12%
O=C(O)c1ccc(S(=O)(=O)c2ccc3c(c2)C(=O)N(NC(=O)c2ccccc2)C3=O)cc1	-38	-5%	-20%	-10%	u	u
c1ccc(CNC2=NCCCCC2)cc1	-37	-17%	-21%	0%	9%	-2%
COc1ccc(Nc2c3c(nc4ccc(C)cc24)CCC3)cc1	-81*	1%	-25%	-19%	-8%	1%
CCOC(=O)C1=C(CC)Nc2ccccc2N=C1N	40	-4%	-2%	-4%	4%	-3%
O=C(COc1ccccc1Cl)Nc1ccc2c(c1)C(=O)NC2=O	15	-2%	46%	0%	15%	x
N/C(=N\c1nc2c(c(=O)[nH]1)CCCC2)Nc1ccccc1	43	-7%	-6%	0%	-17%	-12%
COc1ccc(-n2c(C)nnc2SCC(=O)NC2CC2)cc1	-26	-10%	-19%	-5%	2%	3%
Cc1ccc(NC(=O)c2cccc(N3C(=O)C4C5CCC(C5)C4C3=O)c2)c(C)c1 (stereo not drawn)	5	8%	9%	1%	11%	-9%
Cc1cccc(C)c1NC(=O)C(c1ccc([N+](=O)[O-])cc1)N(C)C(=O)c1ccccn1 (stereo not drawn)	u	u	-6%	3%	10%	-3%
CNS(=O)(=O)c1cc(Br)ccc1S(=O)c1ccccc1C(=O)O (stereo not drawn)	24	-7%	-14%	-3%	-1%	20%
COc1cccc(-c2nnc(NC(=O)Cc3cccs3)s2)c1	-26	0%	-6%	-1%	2%	2%

Quoted from the listing:
In Sm TGR inh, CC(OC(=O)COc1ccc(C#N)cc1)C(=O)Nc1ccc(Cl)cn1 (stereo not drawn) has -30%
In Sm TGR inh, CCCNC(C)(C)COC(=O)c1ccccc1 has -6%

(cont.)
SMILES	HCMV inh	AmpC inh detg	AmpC inh no detg	Sm TGR inh	AMA1-RON2 inh	FBPA Giardia inh
COc1cc2c(c(OC)c1OC)-c1ccc(NC(=O)c3ccccc3)c(=O)cc1[C@@H](NC(C)=O)CC2	-88*	u	194%[activator]	-13%	5%	-11%
COC(=O)CCC(=O)OC1(C)C(=O)C=C2C=C(C3CC3)N(CCc3ccccn3)C=C2C1=O (stereo not drawn)	-11	-8%	35%	2%	-2%	u
COc1ccc(CCN2C(=O)c3cccnc3C2=O)cc1OC	-4	u	-11%	0%	19%	2%
COc1ccccc1CNC(=O)Cn1ncc2c(=O)oc3ccc(C)cc3c21	1	9%	x	-15%	x	x
CC(C)(C)n1nc2c(c1NC(=O)c1ccco1)CS(=O)C2 (stereo not drawn)	4	-19%	3%	2%	0%	-10%
Cc1ccc(C(C)C)c(OCc2n[nH]c(=S)o2)c1	15	1%	10%	-17%	36%[activator]	-3%
CS(=O)(=O)c1cnc2c(-c3ccc(F)cc3)cnn2c1N	71	3%	-3%	-2%	32%[activator]	2%
COc1cccc(NC(C)C(=O)Nc2cc([N+](=O)[O-])ccc2Cl)c1 (stereo not drawn)	-13	-11%	-28%	-15%	-14%	-4%
Cc1c(Cl)cccc1NC(=O)CCCN1C(=O)c2cccnc2C1=O	53	u	-3%	7%	25%	0%
CN1CCN(NC(=O)c2ccc(F)cc2)CC1	59	u	-19%	-28%	-11%	3%
Cc1ccc(S(=O)(=O)n2nc(-c3ccco3)nc2SCc2ccccc2)cc1	80	-3%	-35%	0%	-2%	-10%
O=C(CN(C(=O)c1ccc(Cl)cc1)C1CCCCC1)Nc1ccc(Cl)c([N+](=O)[O-])c1	u	-11%	-33%	0%	-23%	-7%
Cc1ccc2nc(SCC(=O)Nc3ccc(F)cc3)nc(=O)n2c1	u	u	-17%	2%	12%	x
Cc1cc(NC(=O)CSc2nc3ccccc3c(=O)n2-c2ccccc2)no1	18	5%	-29%	1%	17%	8%
CCCCCOc1ccc(/C=C/c2c([N+](=O)[O-])c(=O)n(C)c(=O)n2C)cc1	-94*	-2%	-14%	23%	0%	2%
CCOC(=O)c1cc(C#N)c(N2CCN(C(=O)c3ccccc3)CC2)nc1C(F)(F)F	-27	-4%	-5%	-4%	0%	2%
COc1ccc(C2(c3ccc(OC)cc3)NC(=O)N(CC(=O)N(C)C)C2=O)cc1	-28	-8%	31%	0%	0%	-6%
COc1ccc(/C=N/Nc2cc(C)nc3ccc(Br)cc23)cc1	-98*	-1%	6%	-6%	u	4%
CC(C)c1nc(N2CCOCC2)c(C#N)c2c1CCC2	-4	-4%	2%	-17%	-11%	7%
Cc1sc2nc(-c3cccs3)oc(=O)c2c1C	20	2%	-3%	-5%	-2%	-6%
CN(CCOc1ccc(Cl)cc1)CC(O)c1ccccc1 (stereo not drawn)	19	-2%	34%	-6%	2%	u
O=C(Nc1nc2ccccc2[nH]1)c1ccc(Cl)c(S(=O)(=O)N2CCCC2)c1	x	-11%	-46%	21%	81%[activator]	19%
Cc1nn(C(C)C(=O)NCCc2ccccc2)c(=O)c2c1sc1ccccc12 (stereo not drawn)	-39	19%	x	-7%	x	x
CCOC(=O)c1sc(-c2ccccc2)cc1NC(=O)Nc1ccccc1	-36	u	-28%	-11%	-5%[11.6 µM]	2%
Cc1ccc(NC(=O)c2ccc(=O)[nH]n2)cc1S(=O)(=O)Nc1ccc(SC(F)F)cc1	0	x	-31%	x	-12%	x

Fetched one by one from above (five):
SMILES	HCMV inh	AmpC inh detg	AmpC inh no detg	Sm TGR inh	AMA1-RON2 inh	FBPA Giardia inh
O=C(CN(C(=O)c1ccc(Cl)cc1)C1CCCCC1)Nc1ccc(Cl)c([N+](=O)[O-])c1	u	-11%	-33%	0%	-23%	-7%
Cc1cc(NC(=O)CSc2nc3ccccc3c(=O)n2-c2ccccc2)no1	18	5%	-29%	1%	17%	8%
CN1CCN(NC(=O)c2ccc(F)cc2)CC1	59	u	-19%	-28%	-11%	3%
CCOC(=O)c1cc(C#N)c(N2CCN(C(=O)c3ccccc3)CC2)nc1C(F)(F)F	-27	-4%	-5%	-4%	0%	2%
Cc1sc2nc(-c3cccs3)oc(=O)c2c1C	20	2%	-3%	-5%	-2%	-6%

Remaining list, next part:
SMILES	HCMV inh	AmpC inh detg	AmpC inh no detg	Sm TGR inh	AMA1-RON2 inh	FBPA Giardia inh
O=C(CCC1CCCC1)N1CCc2c([nH]c3ccccc23)C1c1ccc(Cl)cc1 (stereo not drawn)	-69*	0%	x	14%	x	x
C/C(=N\NS(=O)(=O)c1ccc(C(C)(C)C)cc1)c1ccccc1	-1	-2%	-2%	-16%	0%	-2%
COc1cccc(CN2CCN(c3nc4nonc4nc3N3CCCCC3)CC2=O)c1	-37	-2%	22%	-6%	-10%	0%
CCNC(=O)CCSc1nc2cc(Cl)ccc2o1	-36	5%	-14%	-35%	5%	1%
COc1ccccc1Oc1nc2ccccn2c(=O)c1/C=C(\C#N)C(=O)Nc1c(C)n(C)n(-c2ccccc2)c1=O	78	0%	64%[activator]	-9%	2%	-9%
COc1ccc(S(=O)(=O)NC(C)C)cc1C(=O)NC1CCCCC1	-27	u	-31%	0%	10%	1%
C=CCNc1ncnc2c1[nH]c1ccc(Cl)cc12	-97*	-3%	-33%	-20%	4%	-3%
Cc1cc(S(=O)(=O)NCc2ccc(S(N)(=O)=O)cc2)c(C)s1	11	3%	-16%	5%	1%	-2%
CC1(C(=O)NNC(=S)NCC2CCCO2)CC1(Cl)Cl (stereo not drawn)	-6	u	-10%	0%	89%[activator]	u
CCCCC(=O)Nc1cc2nn(-c3ccc(OCC)cc3)nc2cc1C	32	3%	x	5%	x	x
COc1ccc(CCN2C(=O)NC(NS(=O)(=O)c3ccc(NC(C)=O)cc3)(C(F)(F)F)C2=O)cc1OC (stereo not drawn)	15&-5	-4%&2%	-9%	-19%&-32%	-8%	5%
CC(C)c1ccc(NC(=O)COc2nncc3ccccc23)cc1	-1	-14%	-1%	-12%	-3%	0%
COc1ccccc1NS(=O)(=O)c1ccc(C(=O)N2CCCC(C(F)(F)F)C2)cc1 (stereo not drawn)	-27	0%	47%	-24%	-2%	x
Cc1ccc(-c2nn(CC(=O)Nc3cccc(C(F)(F)F)c3)c(=O)c3ccccc23)cc1	-5	15%	x	6%	x	x
Cc1ccnc(SCc2cc(=O)c(OC(=O)c3ccco3)co2)n1	40	-1%	-16%	-16%	-3%	1%
Cc1c(Br)c([N+](=O)[O-])nn1CC(=O)Nc1ccc(Cc2ccncc2)cc1	u	u	18%	4%	-10%	-7%
CCc1ccc2oc(C(=O)NCc3ccccc3)cc(=O)c2c1	-3	6%	x	23%	x	x
N#CCCNC(=O)CCN1CCOCC1	50	u	-4%	-24%	8%	0%
CC(C)C[C@H](NC(=O)c1nc[nH]c1C(=O)N1CCN(c2ccccc2)CC1)C(=O)OC(C)(C)C	-27	2%	147%[activator]	-11%	106%[activator]	-2%
C=CCNC(=O)COC(=O)c1cc(S(=O)(=O)N2CCOCC2)ccc1N1CCCCC1	21	-11%	12%	-10%	-9%	2%
COC(=O)N/N=C(\C)c1ccco1	11	2%	-43%	6%	17%	2%
FC(F)(F)c1cccc(N2CCN(C3CC4CCC3C4)CC2)c1 (stereo not drawn)	-31	-3%	-7%	7%	-10%	u
